Bioassay records (PubChem)
CXXC DNA block – blocks binding of human MLL CXXC domain to DNA | actives 0.037% (n = 290,000) | Potency, µM (doses to about 115 µM), inactives show at the highest dose activity change, negative = inhibition, actives largely listed as inhibitors | AID 2662 | MLL-CXXC / FITC-HOXA9 DNA fluorescence polarization | Q03164; active means well fitted inhibition curve with a large enough effect in the polarisation, with a control signal flat, not every such curve was filed as active; inconclusive means small, poorly fitted or top-dose-only effect, or effect the other way, or a change in a side signal; inactive means no such curve, though single readings can be large or run the other way; the % refers to the polarisation; further: potency means the concentration at half of the fitted maximal effect
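Steps: dispense CXXC domain solution (7 uM) → pin compounds or unlabeled HOX-A9 DNA control → 5 min ambient → add FLSN-HOX-A9 solution (50 nM) → spin → 30 min ambient → fluorescence polarization. Tris pH 7.5/NaCl/DTT/BSA buffer.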
Mito fusion act – inhibitors of mitochondrial division or activators of mitochondrial fusion | actives 0.23% (n = 320,000) | Potency, µM (top dose mostly 46.1 µM), without a hit: at the highest dose growth rescue (activation), most hits filed as activators | S. cerevisiae fusion-defective mutant growth rescue, CellTiterGlo 48 h | AID 485298;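 further: potency means the concentration at half of the fitted maximal effect; % of control where 0% means no effect; nearly all actives have a fitted effect of over 45% in size; temperature-sensitive fusion mutants such as fzo1-1 at 37 °C on non-fermentable ethanol glycerol medium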
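Luminescent cell viability in 1536-well qHTS format served as the measure of rescued growth in ts fusion-mutant S. cerevisiae cultured on non-fermentable YPEG for 48 hours at 37C.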
Integrin act MD – activates integrin-mediated alleviation for muscular dystrophy | alpha7betagal myoblasts, beta-gal FDG fluorescence, 48 h | Potency, µM (top dose mostly 38.3 µM), without a hit: at the top dose activation, usual class: activators | actives 0.064% (n = 350,000);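 further: potency means the concentration at half of the fitted maximal effect; 100% = response of the positive control SU9516; nearly all actives have a fitted effect of over 60% in size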
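Alpha7betagal+/- myoblasts (passage 13) were plated 16-24 hr, then exposed to compounds (1:260 dilution of DMSO stock) for 48 hours at 37C. After MPER lysis, β-galactosidase reporter activity was read as FDG fluorescence (ex 480/em 540) after 30 minutes.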
Menin MLL FP TR – displaces Texas Red mutant MLL peptide from human menin | Potency, µM (highest dose often 61.6 µM), without a hit: at the highest dose FP activity change, negative = inhibition, hits mostly inhibitors | actives 0.23% (n = 270,000) | O00255 | Menin + Texas Red MLL mutant peptide, fluorescence polarization; active means well fitted inhibition curve with a large enough effect in the polarisation, with a control signal flat, not every such curve was filed as active; inconclusive means small, poorly fitted or top-dose-only effect, or effect the other way, or a change in a side signal; inactive means no such curve, though single readings can be large or run the other way; the % refers to the polarisation; further: potency means the concentration at half of the fitted maximal effect; % of control where 0% means no effect; many of its hits are not listed in these tables
MBNL1-CUG inh – inhibitors of human MBNL1 binding to CUG repeat RNA; AID 2675; Potency, µM (series often up to 57.5 µM), without a hit: at the top dose activity change, negative = inhibition, actives largely listed as inhibitors; TR-FRET MBNL1-His/biotin-(CUG)12 binding, 665/545 ratio; actives 0.036% (n = 280,000); Q9NR56; active means well fitted inhibition curve with a large enough effect in the signal ratio, with a control signal flat, not every such curve was filed as active; inconclusive means small, poorly fitted or top-dose-only effect, or effect the other way, or a change in a side signal; inactive means no such curve, though single readings can be large or run the other way; the % refers to the signal ratio; further: potency means the concentration at half of the fitted maximal effect; on the % scale 0 is the no-effect control and ±100 the full control effect
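Compound titration spanned 92 nM–58 uM against the MBNL1-His/biotin-(CUG)12 complex. After 60 min at room temperature with 5 nM streptavidin-XL665 and 0.055 ng/ul terbium anti-His, ratiometric 665/545 nm emission (Ex 340 nm) normalized to controls.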
ASM inhibitor – human S-ASM enzyme inhibition. placental ASM, HMU-PC fluorogenic substrate, 60 min. Potency, µM (titrated, usually from 57.5 µM), without a hit: at the top dose activity change, negative = inhibition, most hits filed as inhibitors. actives 0.006% (n = 340,000); further: potency means the concentration at half of the fitted maximal effect
Target sequence (P17405 47-631 limits assumed): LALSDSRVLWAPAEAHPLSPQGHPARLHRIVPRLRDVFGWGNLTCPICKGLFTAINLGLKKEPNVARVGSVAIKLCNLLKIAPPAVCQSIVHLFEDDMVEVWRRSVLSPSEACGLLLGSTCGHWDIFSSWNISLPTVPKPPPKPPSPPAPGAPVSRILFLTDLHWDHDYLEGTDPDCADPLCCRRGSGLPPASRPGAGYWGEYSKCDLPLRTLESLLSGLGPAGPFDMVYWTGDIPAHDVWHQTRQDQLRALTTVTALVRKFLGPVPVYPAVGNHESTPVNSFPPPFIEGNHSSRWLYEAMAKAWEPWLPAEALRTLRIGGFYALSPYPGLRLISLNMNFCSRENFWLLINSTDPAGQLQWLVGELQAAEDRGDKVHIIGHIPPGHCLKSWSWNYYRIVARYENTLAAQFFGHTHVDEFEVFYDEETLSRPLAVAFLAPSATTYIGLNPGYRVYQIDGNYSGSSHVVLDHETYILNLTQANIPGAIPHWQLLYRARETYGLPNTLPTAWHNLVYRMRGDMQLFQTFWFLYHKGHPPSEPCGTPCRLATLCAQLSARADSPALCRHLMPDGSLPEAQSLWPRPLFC
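qHTS format. ASM enzyme prepared from human placenta hydrolyses the fluorogenic substrate HMU-PC0 (9 uM final) over 60 min at 37 °C after a 10 min compound preincubation.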
PTAP TSG101 blk – blocks PTAP/TSG101 interaction to inhibit HIV-1 budding; Q99816; Fluorescence polarization, FITC-PTAP peptide / Tsg101 binding; Potency, µM (top dose mostly 115 µM), without a hit: top-dose activity change, negative = inhibition, hits mostly inhibitors; 340,000 tested, under 10 active; active means well fitted inhibition curve with a large enough effect in the main read-out, with a control signal flat, not every such curve was filed as active; inconclusive means small, poorly fitted or top-dose-only effect, or effect the other way, or a change in a side signal; inactive means no such curve, though single readings can be large or run the other way; further: potency means the concentration at half of the fitted maximal effect; % of control where 0% means no effect
Target sequence (Q99816 whole entry, looked up): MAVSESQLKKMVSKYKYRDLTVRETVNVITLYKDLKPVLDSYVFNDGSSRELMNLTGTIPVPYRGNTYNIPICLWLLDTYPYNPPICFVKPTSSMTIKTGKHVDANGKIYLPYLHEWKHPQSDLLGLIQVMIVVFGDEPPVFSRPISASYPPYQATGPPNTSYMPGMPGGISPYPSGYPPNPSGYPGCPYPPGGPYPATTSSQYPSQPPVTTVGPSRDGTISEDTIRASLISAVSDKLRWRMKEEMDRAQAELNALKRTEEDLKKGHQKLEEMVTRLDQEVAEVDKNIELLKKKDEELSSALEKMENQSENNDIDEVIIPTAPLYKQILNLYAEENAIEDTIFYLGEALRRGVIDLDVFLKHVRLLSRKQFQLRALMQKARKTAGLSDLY
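Steps: Tsg101 binding domain dispensed (10 uM final), compounds pinned in DMSO, FITC-labeled PTAP-motif peptide added (50 nM final); after 20 min binding at room temperature, polarization measured.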
TCR activator – activates T cell receptor signaling | primary human leukocytes, anti-CD3, IL-2 HTRF, 48 h | Potency, µM (series often up to 9.22 µM), inactives show at the top dose activation of IL-2 secretion, most hits filed as activators | 330,000 tested, under 10 active; further: % of control where 0% means no effect
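Readout: HTRF IL-2, Eu-cryptate/d2 antibody pair, 320nm excitation, 665nm emission. Stimulus: a-CD3 beads, no co-stimulation. Cells: primary human leukocytes. Exposure: 48 hr with compound.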
TSHR antag – human thyrotropin receptor antagonism; P16473; TSHR-expressing cells, TSH-stimulated cAMP HTRF, 2 h; hits give low values; activity change, negative = inhibition, % at 11.5 µM; actives 0.2% (n = 330,000);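 active means activity change below a set negative limit, meaning inhibition stronger than a set level, cut at about -70% in these data; inconclusive means activity change between two set negative limits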; further: on the % scale 0 is the no-effect control and ±100 the full control effect
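Inhibition of cAMP made by TSHR-expressing cells under TSH stimulation (4nM final, EC80; 2 h, 37 deg C) is quantified with a one-step lysis HTRF kit, anti-cAMP cryptate versus cAMP-d2.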
A-T KAP1 phos – candidate therapy for ataxia-telangiectasia; […] A-T fibroblasts, KAP-1 phosphorylation AlphaLISA; neocarzinostatin DNA damage 30 min before lysis; Potency, µM (highest dose often 57.5 µM), without a hit: at the top dose activation, usual class: activators; actives 0.19% (n = 320,000); AID 485349; further: potency means the concentration at half of the fitted maximal effect; % of control where 0% means no effect; nearly all actives have a fitted effect of over 45% in size
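ATM-like activity read as KAP-1 phosphorylation via AlphaLISA donor/acceptor antibody pairs after lysis and 6 hr at 25C. Cells were ATM-null patient fibroblasts ([…], hTERT), dosed 60 min, then exposed to the DSB inducer NCS for 30 min.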
* = called active by the depositor; u = inconclusive; x = no result given; & = joins results of further samples; [ ] = remark or other dose. Unless noted, the call rests on the fitted dose curve; in most records, active means well fitted curve in the direction sought with a large enough effect; inconclusive means small, poorly fitted or top-dose-only effect, or another doubt; inactive means no such curve, though single readings can be large; an effect the other way counts as inactive or inconclusive. An excerpt, so the mix of outcomes need not match the whole.

Fields: MBNL1-CUG inh	PTAP TSG101 blk	Menin MLL FP TR	Mito fusion act	CXXC DNA block	A-T KAP1 phos	TCR activator	Integrin act MD	ASM inhibitor	TSHR antag
Cc1ccc(S(=O)(=O)N2CCN(CC(=O)N/N=C/c3ccccc3OCC(=O)O)CC2)cc1
    -1%	-2%	x	-4%	-6%	-9%	15%	17%	0%	5
CC(=O)Nc1cc2c(cc1NC(=O)Cn1nc(-c3ccccc3)ccc1=O)OCCO2
    8%	-3%	x	2%	16%	9%	-7%	-5%	2%	x
COc1cc(CC(=O)N/N=C/c2ccccc2)c([N+](=O)[O-])cc1OC
    -10%	x	8%	8%	4%	3%	3%[46.1 µM]	x	x	12
CCC1COCCS(=O)(=O)N1Cc1cccc(C(F)(F)F)c1 (stereo not drawn)
    12%	-1%	-1%	-1%	4%	2%	-4%	11%	-5%	-6
COC(=O)[C@H](Cc1c[nH]c2ccccc12)NC(=O)Nc1ccccc1OC
    x	0%	x	-2%	17%	8%	0%	22%	0%	5
Nc1c(C(=O)N2CCCCC2)sc2nc3c(cc12)CCCC3
    u	-5%	u	7%	-5%	1%	-4%	u	92%[activator]	-15
CN1CCN(NC(=O)c2ccc(Cl)c(S(=O)(=O)Nc3ccc(Cl)cc3)c2)CC1
    -4%	-1%	x	-6%	3%	-8%	-5%	5%	1%	9
Cc1ccccc1NC(=O)COC(=O)c1ccc(S(C)(=O)=O)c([N+](=O)[O-])c1
    u	-3%	14%	-4%	12%	-4%	0%	-56%[inhibitor]	-1%	-46
COc1ccc(CCNC(=O)C/C(C)=N/NC(=O)C(c2ccccc2)c2ccccc2)cc1OC
    -6%	0%	x	-4%	-10%	-5%	-1%	7%	5%	5
C=C[C@@H]1c2cccc(C)c2N(S(=O)(=O)c2ccc(C)cc2)[C@H](c2ccccc2)C1(C#N)S(=O)(=O)c1ccccc1 (stereo partly drawn)
    x	-2%	x	x	x	-7%	2%	-3%	3%	-14
COc1ccc(/C=N/NC(=O)CNC(=O)/C=C/c2ccccc2OC)cc1
    14%	-6%	-6%	3%	3%	6%	-1%	-24%	-10%	6
CC(=O)NC(NC(C)=O)c1ccc(Br)cc1
    u	-3%	-3%	-3%	-17%	-2%	1%	6%	9%	11
CCOC(=O)[C@H]1[C@H]2COc3ccc(Br)cc3[C@@H]2N2C(=O)CN(Cc3ccco3)C(=O)[C@@]12C
    x	-4%	x	11%	x	3%	-4%	0%	-1%	-20
Cc1ccc(S(=O)(=O)N2[C@@H](c3cccc(C)c3)C(C(=O)O)=C[C@H]2C(C)(C)C)cc1
    x	-12%	x	x	x	1%	-1%	14%	5%	2
COC(=O)c1cnn(-c2nc(OC)cc(OC)n2)c1C
    12%	-3%	-10%	1%	-2%	7%	-6%[46.1 µM]	35%	1%	-3
COc1ccc2oc(C(=O)OCC(=O)N3CC(C)CC(C)C3)c(C)c2c1 (stereo not drawn)
    x	-2%	x	8%	x	2%	8%	-1%	x	-5
CCC(C(=O)NCCCN1CC(C)CC(C)C1)n1nc(C)c2sc3ccccc3c2c1=O (stereo not drawn)
    3%	-3%	x	2%	7%	0%	-3%	-74%[inhibitor]	1%	-7
C=CCNC(=S)N1CCN(c2cccc(C(F)(F)F)c2)CC1
    -4%	-3%	11%	8%	-4%	13%	-5%	-9%	-1%	-1
Clc1ccccc1OCc1nnc2n1CCCCC2
    -5%	-14%	x	2%	-8%	-6%	-1%	0%	0%	-5
COc1ccc2c(c1)nc(SCC(O)c1ccccc1)n2C (stereo not drawn)
    -5%	-1%	-1%	3%	-2%	1%	0%	-7%	5%	7
C=CCSC(=S)NC1CCS(=O)(=O)C1 (stereo not drawn)
    -1%	-1%	-1%	0%	2%	6%	2%[46.1 µM]	4%	2%	-2
COc1ccc2c(CC(=O)N[C@@H](Cc3ccccc3)C(=O)O)cc(=O)oc2c1
    -3%	-3%	-13%	x	7%	-3%	0%	x	x	-5
Cc1ccc(S(=O)(=O)N2CC(O)CC2C(=O)O)cc1 (stereo not drawn)
    -3%	-3%	-1%	0%	6%	6%	-3%	8%	4%	-5
COc1ccc(NC(=O)CSc2ncccn2)cc1S(=O)(=O)N1CCCCC1
    x	-6%	x	4%	x	0%	-3%	19%	0%	-5
O=C(NC(Cc1ccccc1)C(=O)N1CCN(c2ccccn2)CC1)c1ccco1 (stereo not drawn)
    5%	-6%	-20%	-5%	12%	3%	-1%	u	3%	-9
CC1CCN(c2ccc3nnc(CCC(=O)Nc4ccc(F)c(F)c4)n3n2)CC1
    6%	-3%	1%	4%	3%	4%	0%	-8%	-6%	1
O=c1[nH]sc2ccccc12
    x	-4%	6%	-2%	3%	-6%	-20%	-66%[inhibitor]	2%	-6
COC(=O)c1cc(C(=O)OC)cc(N2C(=O)CN=C2Nc2nc(C)cc(C)n2)c1
    7%	-2%	u	9%	0%	x	-2%	1%	6%	8
CCOc1ccc2nc(N(CCCN(C)C)C(=O)c3ccc(S(=O)(=O)N4CCc5ccccc5C4)cc3)sc2c1
    0%	0%	x	-14%	16%	-28%	3%	-48%[inhibitor]	-12%	40
O=C(COc1ccccc1F)NCC(c1ccc(F)cc1)N1CCOCC1 (stereo not drawn)
    x	0%	x	14%	x	17%	0%	0%	3%	x
C=CCNC(=S)Nc1cccc2ccccc12
    9%	-6%	u	-5%	-4%	-6%	2%	-20%	1%	-2
O=C1NC(=O)C2(N1)c1ccccc1-c1ccccc12
    x	-7%	x	x	x	x	1%	13%	4%	x
Cc1c(Br)ccc(NC(=O)Cn2nc(-c3cccs3)ccc2=O)c1C
    31%[activator]	2%	u	-4%	-28%	6%	-1%	19%	-4%	13
CCn1c(SCC(=O)Nc2ccc(F)cc2)nc2ccccc2c1=O
    3%	0%	43%[activator]	-4%	3%	40%	-7%	9%	3%	-1
Cc1ccc(S(=O)(=O)NC(=O)NN2CCCCCC2)cc1
    33%	0%	-1%	12%&-1%	4%&-20%	4%	-3%	x	2%	-14&-2
CCOc1ccccc1C=NNC(=O)C1CC1
    x	-4%	x	x	x	x	-2%	13%	3%	x
Cc1cc(C)n(-c2ccc(C(=O)OCC(=O)Nc3ccccc3[N+](=O)[O-])cc2)n1
    5%	0%	-13%	3%	12%	-2%	-1%[46.1 µM]	-20%	x	-13
CCOC(=O)N1CCN(C(=O)c2cccc(S(=O)(=O)Nc3ccc(Br)cc3)c2)CC1
    x	-1%	x	-3%	x	-5%	-1%	4%	0%	7
O=C(CN1CCC(c2nc3ccccc3[nH]2)CC1)NCc1ccc2c(c1)OCO2
    4%	-8%	15%	-2%	-1%	-6%	4%	-7%	1%	-2
CCC(C)NC(=O)CN1C(=O)COc2ccc(S(=O)(=O)N3CCOCC3)cc21 (stereo not drawn)
    0%	-1%	x	-8%	6%	5%	-1%	-9%	1%	11
COc1cc(NC(=O)C2CC(=O)NC3=C2C(=O)CC(C)(C)C3)c(OC)cc1Cl (stereo not drawn)
    3%	-7%	1%	0%	4%	-4%	4%	-7%	0%	15
CCNc1nc(N)nc(-c2cc(Cl)ccc2OC)n1
    -5%	0%	12%	4%	-2%	-8%	-4%	-21%	0%	-3
CC(=O)Nc1ccc(NCN2C(=O)[C@@H]3[C@H]4CC[C@H](C4)[C@@H]3C2=O)cc1
    3%	1%	-4%	-8%	9%	-2%	-5%[46.1 µM]	1%	4%	4
Cc1cc(=O)c2cc3nc(-c4cccnc4)oc3c(Br)c2o1
    8%	x	13%	-10%	70%[activator]	2%	x	x	x	2
Cc1ccc(S(=O)(=O)N2CCN(CC(=O)NC(C)c3ccccc3)CC2)cc1 (stereo not drawn)
    x	0%	x	1%	x	-5%	4%	u	2%	18
CCCC(=O)Nc1c2c(nn1-c1ccc(OC)cc1)CS(=O)(=O)C2
    0%	-3%	-21%	0%	8%	5%	3%	9%	6%	-10
CCCc1[nH]nc2c1C(c1cccnc1)C(C#N)=C(N)O2 (stereo not drawn)
    -1%	-3%	0%	-2%	u	-1%	0%	-13%	0%	13
COCCNC(=O)c1snc2ccc(Cl)cc12
    u	-4%	-3%	2%	-1%	-1%	x	0%	6%	13
